High-throughput results as filed in PubChem.
HT1080 cytotoxicity – cytotoxicity in HT1080 fibrosarcoma cells, cell-based, fluorescence readout (AID 620); HT1080 viability, fluorescence; higher % means a stronger effect; cytotoxicity, % at 10 µM; hits with a dose series show EC50 in µM; hit rate 0.42% among 87,000;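 further: cells exposed to compound overnight then 4 h with Alamar Blue; 0% = vehicle DMSO and 100% = killing control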
Spn MK inh – S. pneumoniae MK inhibitors, primary screen, biochemical, PK/LDH-coupled NADH absorbance. purified MK, PK/LDH-coupled NADH absorbance 340 nm. AID 555, 2006. hit rate 0.48% among 65,000. mevalonate kinase [Streptococcus pneumoniae D39]. inhibition, % at 10 µM;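 active means ranked among the strongest by inhibition in the single 10 µM screen, a fixed top-ranked set picked for dose follow-up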; further: no value below 0 was filed
HPDE-C7K KRASV12 – cytotoxicity in KRAS-transformed pancreatic duct cells, primary screen, cell-based, fluorescence, HTS (AID 431) | HPDE-C7K KRASV12 cells, Alamar Blue viability, 48 h; higher % means a stronger effect | one-dose cytotoxicity, % at 10 µM; EC50 in µM for titrated hits | hit rate 1.7% among 63,000;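 active means compounds whose percent cytotoxicity in the single-dose primary screen, scaled between solvent and toxic-drug controls, exceeds 50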;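 further: 0% = DMSO solvent wells and 100% = doxorubicin-treated wells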
HPDE-C7 cytotoxicity – cytotoxicity in HPDE-C7 cells, cell-based, fluorescence, HTS (AID 430) | one-dose cytotoxicity, % at 10 µM; EC50 in µM for titrated hits | hit rate 1.8% among 63,000 | HPDE-C7 pancreatic duct cells viability, fluorescence; higher % means a stronger effect;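 further: cells exposed to compound for 48 hours before viability readout; 0% = vehicle and 100% = reference cytotoxic drug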
DPM-DC inhibit – S. pneumoniae DPM-DC inhibitors, primary screen, biochemical, PK/LDH-coupled NADH fluorescence | calls only at 10 µM | diphosphomevalonate decarboxylase (Streptococcus pneumoniae D39) | purified DPM-DC | hit rate 0.49% among 65,000;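 active means the 320 compounds with the highest percent inhibition in the single-dose primary screen, excluding strongly autofluorescent ones, cut at about 32% in these data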;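 further: kinetic rate of NADH fluorescence loss reporting ADP formed by the decarboxylase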
LYP inhibition – LYP phosphatase inhibitors, primary screen, biochemical, DiFMUP fluorescence, recombinant catalytic domain, 10 µM (AID 606) | one-dose inhibition, % at 10 µM; IC50 in µM for titrated hits | 52,000 tested, under 10 active | recombinant LYP catalytic domain, DiFMUP fluorescence; higher % means a stronger effect;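 active means IC50 under 40 µM in the dose-response test; inactive means IC50 of 40 µM or more, or never dose-tested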
Alkaline phosphatase – human TNAP enzyme inhibitors, biochemical, luminescent (AID 518); Alkaline phosphatase, tissue-nonspecific isozyme (Homo sapiens); one-dose inhibition, % at 20 µM; IC50 in µM for titrated hits; purified TNAP enzyme, luminescent substrate readout; higher % means a stronger effect; hit rate 0.09% among 64,000; in the data active means a potency from the dose series; inactive means the rest, 99 in 100 with inhibition below about 22%;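 further: plate controls were vehicle for no effect and reference inhibitor for full effect; many of its hits are not listed in these tables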
Spn PMK inh – S. pneumoniae PMK inhibitors, primary screen, biochemical, mevalonate pathway, pilot trial included; hit rate 0.49% among 65,000; purified PMK, PK/LDH-coupled NADH absorbance 340 nm; inhibition, % at 10 µM; AID 539, 2006; phosphomevalonate kinase (Streptococcus pneumoniae D39);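 active means top-ranked compounds by inhibition in the single 10 µM screen, taking a fixed number of the strongest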;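 further: 0% = full reaction with DMSO carrier and 100% = background rate without enzyme reaction; no value below 0 was filed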
Bfl-1 inhibitors – Bfl-1 inhibitors, primary screen, biochemical, fluorescence polarization, FITC-Bid, mouse (AID 432); FITC-Bid BH3 peptide fluorescence polarization displacement; higher % means a stronger effect; one-dose displacement, % at 20 µM; IC50 in µM for titrated hits; hit rate 0.02% among 64,000; in the data active means a potency from the dose series; inactive means the rest, 99 in 100 with displacement below about 15%; further: strong numbers were not always called active
Spn PMK inh pilot replicates – further read-out of Spn PMK inh, marked with its call; inhibition, %; measured here: pilot screen replicates
Spn MK inh pilot replicates – further read-out of Spn MK inh, marked with its call; inhibition, %; measured here: pilot screen replicates
DPM-DC inhibit pilot screen % – recorded beside DPM-DC inhibit, whose call it bears; inhibition, %; measured here: pilot screen trials
* = called active by the depositor; i = inactive; nt = not tested or not shown. Unless noted, no stated cut-off is given here; in the data, active means cytotoxicity above about 50%; inactive means the rest.

SMILES	HT1080 cytotoxicity	Spn MK inh	HPDE-C7K KRASV12	HPDE-C7 cytotoxicity	DPM-DC inhibit	LYP inhibition	Alkaline phosphatase	Spn PMK inh	Bfl-1 inhibitors	others
CCN(c1ccccc1)S(=O)(=O)c1ccc2[nH]cc(C(=O)N3CCOCC3)c(=O)c2c1	2%	0	-7%	-17%	nt	-9%	10%	22	-10%
O=S(=O)(c1cccc(-c2nnc(SC(F)F)n2-c2ccccc2)c1)N1CCCCC1	-12%	5	-11%	-3%	i	10%	3%	10	1%
Cc1cc(NCCCCO)n2c(nc3ccccc32)c1C#N	18%	6	nt	nt	nt	11%	nt	13	nt
O=C(O)CCS(=O)(=O)Cc1cccc(Cl)c1	13%	0	4%	-11%	i	14%	19%	15	4%
Cn1c(Cn2nnc3ccccc32)nnc1SCC(=O)Nc1ccc2c(c1)OCO2	-3%	10	10%	3%	i	nt	10%	9	-13%
Cc1occc1C(=O)NCCCCNC(=O)c1ccoc1C	1%	0	6%	3%	i	15%	10%	0	-8%
CCn1cc(C(=O)NCc2ccccc2OC)c(=O)c2ccc(C)nc21	-3%	7	-1%	0%	i	nt	3%	5	-10%
CC(=O)N(C)c1nc(-c2ccc(Cl)cc2)cs1	3%	5	-2%	-11%	i	9%	10%	6	-6%
COc1ccc(S(=O)(=O)N2CCC(C(=O)N3CCN(c4ccccc4OC)CC3)CC2)cc1	-6%	6	-1%	-2%	i	14%	-1%	0	2%
CC(SCCc1ccccn1)C(=O)O (stereo not drawn)	-2%	6	-8%	5%	i	3%	18%	0	4%
Cc1onc(-c2ccccc2Cl)c1C(=O)N1CCN(c2cccc(Cl)c2)CC1	1%	9	37%	44%	i	-10%	11%	14	-5%
COc1ccc(F)cc1S(=O)(=O)N1CCN(Cc2ccc3c(c2)OCO3)CC1	4%	6	-6%	-4%	i	17%	12%	4	-14%
Fc1ccc(-c2nnc3sc(C4COc5ccccc5O4)nn23)cc1 (stereo not drawn)	-3%	11	5%	4%	i	6%	8%	1	-4%
CSc1ccccc1NC(=O)c1ccc(C)o1	-2%	6	-8%	-2%	i	7%	2%	0	-6%
CC(C)CCSc1nc(N)c(C#N)cc1C#N	5%	7	0%	-11%	i	7%	4%	16	-3%
COc1ccccc1C(=O)NCCn1cc(SCC(=O)NCc2ccco2)c2ccccc21	-4%	0	nt	nt	i	-5%	nt	9	nt
C=CCn1c(=O)c(C(=O)Nc2ccccc2OC)c(O)c2ccccc21	-6%	0	11%	8%	i	nt	10%	5	-2%
COc1nc(C#N)nc(N(C)C)n1	3%	8	-3%	5%	i	nt	1%	11	-1%
CCOc1nc(-c2ccccc2O)nc2ccccc12	-2%	15	16%	2%	i	nt	16%	6	2%	Spn PMK inh pilot replicates=0.5;Spn MK inh pilot replicates=0.0;DPM-DC inhibit pilot screen %=0.0
CCCn1c(SCC(=O)NC)nnc1C(C)C	2%	7	1%	-8%	i	10%	4%	16	0%
Cc1cccc(Nc2nc(N)nc(CN3CCN(C)CC3)n2)c1	-10%	9	-32%	-31%	i	9%	10%	18	-7%
CCOc1cc2[nH]c(=O)n(CCC(=O)NCCc3ccccc3)c(=O)c2cc1OCC	0%	2	1%	-10%	i	1%	3%	10	-5%
N#Cc1c(N)n(CCNC(=O)c2cccs2)c2nc3ccccc3nc12	-3%	10	2%	-3%	nt	3%	0%	7	-14%	Spn PMK inh pilot replicates=3.5;Spn MK inh pilot replicates=0.0
Cc1ccc(S(=O)(=O)N(C)c2ccc(OCC(=O)OCc3c(C)noc3C)cc2)cc1	12%	5	12%	-5%	i	10%	10%	7	7%	Spn PMK inh pilot replicates=6.5;Spn MK inh pilot replicates=5.5;DPM-DC inhibit pilot screen %=5.5
CCOC(=O)Cn1c(=O)oc2cc(S(=O)(=O)N3CCN(c4ccccn4)CC3)ccc21	-5%	6	-10%	-12%	i	7%	8%	0	5%

Compounds from the list above that have an NH in an aromatic ring, in the order listed:
SMILES	HT1080 cytotoxicity	Spn MK inh	HPDE-C7K KRASV12	HPDE-C7 cytotoxicity	DPM-DC inhibit	LYP inhibition	Alkaline phosphatase	Spn PMK inh	Bfl-1 inhibitors	others
CCN(c1ccccc1)S(=O)(=O)c1ccc2[nH]cc(C(=O)N3CCOCC3)c(=O)c2c1	2%	0	-7%	-17%	nt	-9%	10%	22	-10%
CCOc1cc2[nH]c(=O)n(CCC(=O)NCCc3ccccc3)c(=O)c2cc1OCC	0%	2	1%	-10%	i	1%	3%	10	-5%

Other results
SMILES	HT1080 cytotoxicity	Spn MK inh	HPDE-C7K KRASV12	HPDE-C7 cytotoxicity	DPM-DC inhibit	LYP inhibition	Alkaline phosphatase	Spn PMK inh	Bfl-1 inhibitors	others
CSc1nnc(-c2ccc(O)cc2)n1C	-2%	0	0%	0%	i	4%	10%	16	-1%
O=C(COC(=O)c1ccccc1Oc1ccccc1)NC1CCS(=O)(=O)C1 (stereo not drawn)	0%	2	5%	-6%	i	9%	18%	9	-9%	Spn PMK inh pilot replicates=2.0;Spn MK inh pilot replicates=1.0;DPM-DC inhibit pilot screen %=1.0
CCOC(=O)C1=C(C)NC(SCC(=O)Nc2cc(C)on2)=C(C#N)C1c1cccs1 (stereo not drawn)	4%	7	32%	11%	i	3%	1%	5	0%
COc1ccc(OC(C)C(=O)NC2CC(C)(C)NC(C)(C)C2)cc1 (stereo not drawn)	-3%	1	-6%	-16%	i	-4%	3%	0	4%
COc1ccc(-n2c(SCC(=O)NCC3CCCO3)nc3n[nH]c(C)c3c2=N)cc1 (stereo not drawn)	7%	4	-3%	-7%	i	nt	-19%	17	1%
O=C(COc1ccccc1)NC(Cc1c[nH]c2ccccc12)C(=O)O (stereo not drawn)	4%	23	5%	11%	i	nt	3%	0	-4%
Cc1ccc(SC(C)c2nc(-c3cccnc3)no2)cc1 (stereo not drawn)	-2%	4	-15%	-7%	i	-3%	14%	0	3%
CC(C)Cn1cc(C(=O)NCCCN2CCCC2=O)c2c3ccccc3n(C)c2c1=O	5%	7	2%	3%	i	-9%	-6%	17	-8%
COc1cccc(C(=O)N2CCN=C2SCc2cccnc2)c1OC	-4%	10	9%	-10%	i	-10%	-1%	0	-2%
Cn1c(Cn2c(=O)sc3ccccc32)nnc1SCC(=O)NCc1ccccc1Cl	1%	6	0%	-1%	i	-8%	6%	10	-1%
CCOC(=O)c1sc(=N)n(-c2ccc(OC)cc2)c1C	2%	0	10%	15%	i	-6%	12%	8	-3%
CCOc1ccc(-n2c(Cc3cc(=O)[nH]c(=O)[nH]3)nnc2SCC(N)=O)cc1	9%	3	-10%	-12%	i	-2%	12%	20	1%
CCOC(=O)Nc1ccc2c(c1)Nc1ccccc1S2	4%	11	9%	17%	i	nt	25%	13	0%
O=C(Nc1ncnc2sc3c(c12)CCC3)c1ccco1	-3%	8	11%	8%	i	-11%	11%	15	-2%	Spn PMK inh pilot replicates=6.5;Spn MK inh pilot replicates=2.5;DPM-DC inhibit pilot screen %=3.0
CCN(CC)C(=O)c1ccc(COc2ccccc2Br)o1	-11%	2	0%	-8%	i	-2%	-4%	7	0%
CCOC(=O)c1c(C)[nH]c(C(=O)CSc2nnc(CC(C)c3ccccc3)o2)c1C (stereo not drawn)	9%	9	5%	-4%	i	nt	3%	10	-3%
Brc1cccc(-c2nnc3n2CCCCC3)c1	-8%	11	8%	-4%	i	-2%	8%	16	-1%
CC(=O)Nc1cn(C(C)=O)c(C)n1	-6%	9	-4%	2%	i	nt	-10%	15	-1%
Cc1ccc(/C(O)=C2\C(=O)C(=O)N(CC(C)O)C2c2ccc(N(C)C)cc2)cc1 (stereo not drawn)	29%	7	-9%	0%	i	nt	12%	6	2%
O=C(Cn1nnc(-c2cccc(C(F)(F)F)c2)n1)NC(=O)NCc1ccco1	-3%	0	2%	-18%	i	8%	9%	10	-1%	Spn PMK inh pilot replicates=0.0;Spn MK inh pilot replicates=5.0;DPM-DC inhibit pilot screen %=1.5
CN(C)c1cc(-c2ccccc2)nc(N)n1	2%	8	8%	9%	i	-7%	2%	9	-1%
Cc1nc2ccc3nc(NC(=O)c4ccc(S(=O)(=O)N5CCOCC5)cc4)sc3c2s1	nt	0	-10%	-2%	i	nt	11%	20	0%
O=C(Cn1ncc2c(=O)oc3ccccc3c21)NCC1COc2ccccc2O1 (stereo not drawn)	-2%	6	-9%	-15%	i	4%	6%	1	-3%
COC(=O)c1cc(C(=O)OC)cc(S(=O)(=O)Nc2ccc(Cl)c(N)c2)c1	-1%	9	-3%	-11%	i	2%	12%	17	-1%
CCOC(=O)C1CCN(C(=O)COc2ccc(S(=O)(=O)NC(C)(C)C)cc2)CC1	-2%	1	0%	2%	i	2%	2%	0	10%
O=C1CCCc2sccc2N1	-3%	3	nt	nt	i	8%	8%	0	-5%
CCc1nnc(NC(=O)CSc2nnc(C3CCCCC3)n2-c2ccccc2)s1	-10%	10	1%	2%	i	2%	4%	16	0%
O=C(O)CCSc1nc2ccccc2n1CCOc1ccccc1	-4%	1	3%	6%	i	8%	1%	3	-6%

Ordered by number of heavy atoms (rising): 4 of the compounds above
SMILES	HT1080 cytotoxicity	Spn MK inh	HPDE-C7K KRASV12	HPDE-C7 cytotoxicity	DPM-DC inhibit	LYP inhibition	Alkaline phosphatase	Spn PMK inh	Bfl-1 inhibitors	others
CC(=O)Nc1cn(C(C)=O)c(C)n1	-6%	9	-4%	2%	i	nt	-10%	15	-1%
CN(C)c1cc(-c2ccccc2)nc(N)n1	2%	8	8%	9%	i	-7%	2%	9	-1%
O=C(O)CCSc1nc2ccccc2n1CCOc1ccccc1	-4%	1	3%	6%	i	8%	1%	3	-6%
CCc1nnc(NC(=O)CSc2nnc(C3CCCCC3)n2-c2ccccc2)s1	-10%	10	1%	2%	i	2%	4%	16	0%
